SIAE primary: inhibitors of human sialic acid acetylesterase SIAE. Q9HAT2. 0.69% of 370,000 active. inhibition, % at 9.66 µM. SIAE FP-Rh probe binding, fluorescence polarization;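 active = inhibition above a cutoff: mean of compounds within the control limits plus 3 SD of those, cut at about 17% in these data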;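 also: 0% = plate median of compound wells and 100% = probe without SIAE protein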
Tn6 DDE FP: disrupts Tn6 cyclic peptide binding to fibrin D-Dimer-E complex | P02675 | AID 720509 | inhibition, % at 8.3 µM | Fibrin DD(E) TRITC-Tn6 fluorescence polarization displacement | 0.21% of 370,000 active;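 active = inhibition above a per-campaign cutoff: mean of compounds within control limits plus 3 SD, cut at about 15% in these data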;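 also: 0% = median of all compound wells on the plate and 100% = blocking peptide control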
ASAP1 inh: blocks human ASAP1-stimulated Arf1 GTP hydrolysis; GDP FP detection; inhibition, % at 16.5 µM; 0.19% of 360,000 active; AID 624377; in the data active = inhibition above about 25%;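 also: 0% = vehicle with enzyme and substrate and 100% = no enzyme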
Target sequence (Q9ULH1 325-724 limits assumed): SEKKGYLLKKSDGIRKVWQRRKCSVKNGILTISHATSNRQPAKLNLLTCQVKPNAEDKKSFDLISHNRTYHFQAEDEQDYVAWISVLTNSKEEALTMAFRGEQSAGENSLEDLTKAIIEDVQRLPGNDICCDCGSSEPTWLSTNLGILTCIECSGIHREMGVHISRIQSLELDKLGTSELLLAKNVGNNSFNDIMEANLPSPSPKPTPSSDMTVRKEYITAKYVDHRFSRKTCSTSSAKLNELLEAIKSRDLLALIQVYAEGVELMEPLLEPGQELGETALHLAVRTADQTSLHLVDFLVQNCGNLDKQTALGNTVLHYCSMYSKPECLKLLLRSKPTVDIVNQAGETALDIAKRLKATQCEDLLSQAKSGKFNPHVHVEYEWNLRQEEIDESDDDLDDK
TDP2 inh: TDP2 (human) inhibition, absorbance primary screen; O95551; recombinant TDP2, T5PNP hydrolysis, p-nitrophenol absorbance 415 nm; inhibition, % at 12.8 µM; AID 720702; 0.34% of 370,000 active;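 active = inhibition above the mean of all tested compounds plus 3 SD, set per campaign, cut at about 25% in these data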;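 also: 0% = DMSO with enzyme and 100% = buffer with substrate but no TDP2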
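Assay system: recombinant human TDP2 / Reagent: T5PNP substrate at 5 mM, a TopII-DNA adduct mimic / Measured by: epi absorbance from released p-nitrophenol / Evaluation: % inhibition relative to enzyme-containing and enzyme-free wells / Control set: enzyme-free and DMSO wells / Replicates: each compound tested once, singlicate / Schedule: enzyme reaction with compound for 2 h at 37 °C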
PLCg1 inh: PLC-gamma1 (human) inhibition, primary screen; P19174; purified PLC-gamma1, fluorogenic substrate, fluorescence; inhibition, % at 12.2 µM; 0.84% of 370,000 active; AID 720700; in the data active = inhibition above about 9.5%
PLC-beta3 inh: inhibitors of human phospholipase C beta3; inhibition, % at 12.2 µM; Q01970; 0.18% of 370,000 active; Purified PLC-beta3, fluorogenic substrate, fluorescence; in the data active = inhibition above about 11%;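 also: 0% = median of compound wells on plate and 100% = full blocker control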
ARFGAP1 inh: rat ARFGAP1 inhibition; Q62848; Arfgap1-stimulated ARF1 GTP hydrolysis, GDP FP detection; inhibition, % at 16.5 µM; 0.26% of 360,000 active; AID 651572;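 active = inhibition above a per-plate limit, mean inhibition of low control wells plus 3 SD, cut at about 25% in these data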;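 also: 0% = DMSO wells with enzyme and 100% = wells lacking Arfgap1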
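system = rat Arfgap1 catalytic domain, aa 1-136 | technique = FP, GDP Alexa 633 tracer displaced from anti-GDP antibody, 620/688 nm | compound = one concentration, 16.5 µM, DMSO 1.26% | medium = HEPES-based buffer, pH 7.5 | timing = compound-enzyme preincubation 20 min, reaction 120 min, detection 60 min, 25 °C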
ADAM17 inh: inhibits human ADAM17. P78536. recombinant ADAM17, EDANS/DABCYL FRET peptide cleavage. inhibition, % at 6.95 µM. 0.83% of 370,000 active;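 active = inhibition above the mean of compounds lying between control limits plus 3 SD, set per campaign, cut at about 8.5% in these data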;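 also: 0% = DMSO-only wells as the low control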
Tn7 DDE FP: disrupts Tn7 cyclic peptide binding to fibrin D-Dimer-E complex; P02675; 0.13% of 370,000 active; AID 720508; inhibition, % at 8.3 µM; FP displacement of FITC-Tn7 peptide from fibrin DD(E); 0% = median of compound wells per plate;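 active = inhibition above the mean of compounds falling within the control limits plus 3 SD of them, cut at about 14% in these data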;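 also: 0% = plate median of compound wells and 100% = 10 µM Aha-Tn7 peptide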
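Test system – human fibrin DD(E) · Times – 10 min preincubation, 3 h with tracer, room temperature · Detection – fluorescence polarization of the labelled Tn7 tracer · Measure – percent inhibition normalized to high-control wells · Benchmarks – high control wells with 10 µM unlabelled Aha-Tn7 peptide (full inhibition) · Repeats – singlicate testing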
ADAM10 inh: inhibits human ADAM10 | 0.62% of 370,000 active | O14672 | recombinant ADAM10, EDANS/DABCYL FRET peptide cleavage, 3 h | inhibition, % at 7 µM;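 active = inhibition above a per-campaign cutoff equal to the mean of compounds falling between control-based bounds plus 3 SD, cut at about 20% in these data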;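 also: 0% = DMSO wells while the 100% control is not disclosed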
Target sequence (O14672 214-748 limits assumed): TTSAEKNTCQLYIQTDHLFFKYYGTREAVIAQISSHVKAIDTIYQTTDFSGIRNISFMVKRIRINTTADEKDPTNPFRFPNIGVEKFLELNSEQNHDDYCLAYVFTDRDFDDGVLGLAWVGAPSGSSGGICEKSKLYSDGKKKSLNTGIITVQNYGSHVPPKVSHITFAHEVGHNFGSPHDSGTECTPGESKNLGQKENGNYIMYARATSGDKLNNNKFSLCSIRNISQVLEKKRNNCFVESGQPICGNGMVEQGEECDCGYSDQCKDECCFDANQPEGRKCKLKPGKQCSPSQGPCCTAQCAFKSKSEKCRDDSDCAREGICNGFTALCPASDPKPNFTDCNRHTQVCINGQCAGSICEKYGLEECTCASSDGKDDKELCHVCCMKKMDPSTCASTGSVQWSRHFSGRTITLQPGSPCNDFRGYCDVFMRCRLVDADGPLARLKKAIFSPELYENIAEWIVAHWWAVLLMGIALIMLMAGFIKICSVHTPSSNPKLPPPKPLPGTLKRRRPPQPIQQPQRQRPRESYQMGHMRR
The depositor's hits bear a star.

How did COc1cc(CN2CC(=O)N(c3cc(Cl)ccc3C)C2=S)cc(OC)c1OC do in these assays?
SIAE primary: -3; Tn6 DDE FP: -8; ASAP1 inh: 10; TDP2 inh: -12; PLCg1 inh: 2; PLC-beta3 inh: 0; ARFGAP1 inh: 7; ADAM17 inh: 2; Tn7 DDE FP: -4; ADAM10 inh: 2

Results for CCOC(=O)c1c(NC(=O)C2CC2)sc2c1CC(C)(C)OC2 ?
SIAE primary: 2; Tn6 DDE FP: 2; ASAP1 inh: -2; TDP2 inh: 15; PLCg1 inh: 2; PLC-beta3 inh: 3; ARFGAP1 inh: 3; ADAM17 inh: -4; Tn7 DDE FP: -3; ADAM10 inh: 3

How did CC[C@@H](Nc1ncnc2c1oc1ccccc12)C(=O)O do in these assays?
SIAE primary: -3; Tn6 DDE FP: 5; ASAP1 inh: -3; TDP2 inh: 16; PLCg1 inh: 0; PLC-beta3 inh: -5; ARFGAP1 inh: 4; ADAM17 inh: -1; Tn7 DDE FP: 0; ADAM10 inh: -4

What do the screens show for `COc1cccc(S(=O)(=O)N2CCN(C(=O)c3ccco3)CC2)c1`?
SIAE primary: 5; Tn6 DDE FP: 2; ASAP1 inh: -11; TDP2 inh: 5; PLCg1 inh: 1; PLC-beta3 inh: -1; ARFGAP1 inh: 6; ADAM17 inh: 2; Tn7 DDE FP: 3; ADAM10 inh: -5

How did CCCCCCCC/C=C\CCCCCCCC(=O)NCCc1ccc(O)c(O)c1 do in these assays?
SIAE primary: -8; Tn6 DDE FP: 3; ASAP1 inh: 13; TDP2 inh: 2; PLCg1 inh: 5; PLC-beta3 inh: 4; ARFGAP1 inh: 0; ADAM17 inh: 13*; Tn7 DDE FP: 5; ADAM10 inh: 28*

Results for COc1ccccc1N(Cc1cc(=O)[nH]c2ccccc12)C(=O)c1ccccc1 ?
SIAE primary: 1; Tn6 DDE FP: 1; ASAP1 inh: -6; TDP2 inh: -17; PLCg1 inh: 0; PLC-beta3 inh: -3; ARFGAP1 inh: 14; ADAM17 inh: 0; Tn7 DDE FP: 0; ADAM10 inh: 2

What do the screens show for `CC1=Nn2c(nc(-c3ccccc3)c2-c2ccccc2)NC(=O)C1Br` (configuration not stated)?
SIAE primary: 6; Tn6 DDE FP: -7; ASAP1 inh: -7; TDP2 inh: 10; PLCg1 inh: -24; PLC-beta3 inh: -39; ARFGAP1 inh: 7; ADAM17 inh: -11; Tn7 DDE FP: -2; ADAM10 inh: -21

Results for COc1ccc(C(=O)N/N=C(\C)c2ccc(NC(=O)Cc3ccccc3)cc2)c(OC)c1 ?
SIAE primary: 0; Tn6 DDE FP: -6; ASAP1 inh: -7; TDP2 inh: 12; PLCg1 inh: 4; PLC-beta3 inh: -1; ARFGAP1 inh: -8; ADAM17 inh: 0; Tn7 DDE FP: -1; ADAM10 inh: 4

What do the screens show for `CCCCOc1ccccc1C1C(C(N)=O)=C(C)Nc2nnnn21` (configuration not stated)?
SIAE primary: 3; Tn6 DDE FP: 3; ASAP1 inh: -12; TDP2 inh: -10; PLCg1 inh: 3; PLC-beta3 inh: 1; ARFGAP1 inh: 2; ADAM17 inh: -4; Tn7 DDE FP: 1; ADAM10 inh: 3

What do the screens show for `Cc1cccc(CSc2nnc(Cn3c(=O)sc4ccccc43)n2C)c1`?
SIAE primary: 1; Tn6 DDE FP: 5; ASAP1 inh: -6; TDP2 inh: -6; PLCg1 inh: 0; PLC-beta3 inh: 1; ARFGAP1 inh: 5; ADAM17 inh: -2; Tn7 DDE FP: 3; ADAM10 inh: -14

What do the screens show for `Oc1ccc(CCc2ccccc2)c2cccnc12`?
SIAE primary: 7; Tn6 DDE FP: 5; TDP2 inh: 0; PLCg1 inh: -9; PLC-beta3 inh: -7; ADAM17 inh: 2; Tn7 DDE FP: -2; ADAM10 inh: -3

Results for O=C(NCCN1CCOCC1)c1cc(-c2ccc(Cl)c(Cl)c2)on1 ?
SIAE primary: -3; Tn6 DDE FP: 7; ASAP1 inh: -8; TDP2 inh: 3; PLCg1 inh: 1; PLC-beta3 inh: -8; ARFGAP1 inh: -3; ADAM17 inh: -4; Tn7 DDE FP: 6; ADAM10 inh: 10

Results for COC(=O)[C@H](CC(C)C)NC(=O)N1CCN(c2cccc(C(F)(F)F)c2)CC1 ?
SIAE primary: 8; Tn6 DDE FP: 6; ASAP1 inh: -1; TDP2 inh: -4; PLCg1 inh: -2; PLC-beta3 inh: 3; ARFGAP1 inh: -11; ADAM17 inh: 2; Tn7 DDE FP: -5; ADAM10 inh: 6

How did CC(Sc1nnc(NC2CC2)s1)C(=O)Nc1ccc(S(N)(=O)=O)cc1 (configuration not stated) do in these assays?
SIAE primary: -2; Tn6 DDE FP: -9; ASAP1 inh: -10; TDP2 inh: 7; PLCg1 inh: 0; PLC-beta3 inh: -1; ARFGAP1 inh: 6; ADAM17 inh: -2; Tn7 DDE FP: -4; ADAM10 inh: -7

Results for Cc1nc2ccccc2c2nc3ccccc3n12 ?
SIAE primary: -3; Tn6 DDE FP: -3; ASAP1 inh: 2; TDP2 inh: -14; PLCg1 inh: inactive; PLC-beta3 inh: inactive; ARFGAP1 inh: 7; ADAM17 inh: -55; Tn7 DDE FP: 3; ADAM10 inh: -134

How did CC1CCC(NC(=O)c2cccn2C)CC1 (configuration not stated) do in these assays?
SIAE primary: 8; Tn6 DDE FP: 3; ASAP1 inh: 0; TDP2 inh: 13; PLCg1 inh: 2; PLC-beta3 inh: -5; ARFGAP1 inh: 1; ADAM17 inh: -3; Tn7 DDE FP: -4; ADAM10 inh: -3

Results for Cc1cnc(NC(=O)Cc2ccc(Br)cc2)s1 ?
SIAE primary: -3; Tn6 DDE FP: 6; ASAP1 inh: 12; TDP2 inh: -3; PLCg1 inh: 0; PLC-beta3 inh: -4; ARFGAP1 inh: -2; ADAM17 inh: 0; Tn7 DDE FP: 10; ADAM10 inh: -6

What do the screens show for `O=C(NCc1cccc(F)c1)c1cccc(OC2CCN(C(=O)C3CC3)CC2)c1`?
SIAE primary: 11; Tn6 DDE FP: 4; ASAP1 inh: 0; TDP2 inh: 11; PLCg1 inh: 1; PLC-beta3 inh: -5; ARFGAP1 inh: 14; ADAM17 inh: -1; Tn7 DDE FP: 5; ADAM10 inh: 3

Results for Nc1c(N(Cc2ccco2)C(=O)COc2ccccc2F)c(=O)[nH]c(=O)n1Cc1ccccc1 ?
SIAE primary: -4; Tn6 DDE FP: -4; ASAP1 inh: -5; TDP2 inh: -17; PLCg1 inh: 3; PLC-beta3 inh: -9; ARFGAP1 inh: 3; ADAM17 inh: -3; Tn7 DDE FP: -8; ADAM10 inh: -6

Results for COc1ccc(CC(=O)OCC(=O)Nc2c(C)n(C)n(-c3ccccc3)c2=O)cc1OC ?
SIAE primary: 3; Tn6 DDE FP: -3; ASAP1 inh: -8; TDP2 inh: -1; PLCg1 inh: 3; PLC-beta3 inh: -5; ARFGAP1 inh: 16; ADAM17 inh: 1; Tn7 DDE FP: -9; ADAM10 inh: -5

What do the screens show for `CC(C)=CCN1CCN(Cc2c(C)nn(C)c2Cl)CC1CCO` (configuration not stated)?
SIAE primary: 0; Tn6 DDE FP: 10; ASAP1 inh: 9; TDP2 inh: -6; PLCg1 inh: 1; PLC-beta3 inh: 3; ARFGAP1 inh: 4; ADAM17 inh: 3; Tn7 DDE FP: 0; ADAM10 inh: -2

How did NC(=O)c1ncn([C@@H]2O[C@H](CNCc3cc(Cl)ccc3OCc3ccc(Cl)cc3)[C@@H](O)[C@H]2O)n1 do in these assays?
SIAE primary: -4; Tn6 DDE FP: 3; ASAP1 inh: 8; TDP2 inh: -5; PLCg1 inh: 2; PLC-beta3 inh: 4; ARFGAP1 inh: -9; ADAM17 inh: -3; Tn7 DDE FP: -6; ADAM10 inh: -15

How did COC1(OC)N=C(N)C2(C#N)C(c3ccccc3)NC(C)=CC12C#N (configuration not stated) do in these assays?
SIAE primary: 5; Tn6 DDE FP: 0; ASAP1 inh: -6; TDP2 inh: 7; PLCg1 inh: -222; PLC-beta3 inh: -273; ARFGAP1 inh: 7; ADAM17 inh: -253; Tn7 DDE FP: -8; ADAM10 inh: inactive

How did COc1ccc([C@@H]2CC=C(C(=O)O)[C@H](c3ccccc3)N2S(=O)(=O)c2ccc(C)cc2)cc1OC do in these assays?
SIAE primary: 0; Tn6 DDE FP: 2; ASAP1 inh: -2; TDP2 inh: 5; PLCg1 inh: 1; PLC-beta3 inh: 0; ARFGAP1 inh: 0; ADAM17 inh: -1; Tn7 DDE FP: 0; ADAM10 inh: -8

What do the screens show for `COCCOC(=O)C1=C(C)N(Cc2ccccc2)C(=O)NC1c1cccc(OC)c1OC` (configuration not stated)?
SIAE primary: 8; Tn6 DDE FP: -7; ASAP1 inh: 13; TDP2 inh: 6; PLCg1 inh: 0; PLC-beta3 inh: 1; ARFGAP1 inh: -1; ADAM17 inh: -2; Tn7 DDE FP: -3; ADAM10 inh: -8

How did COCCNC(=O)c1cc2nc(-c3ccc(F)cc3)cc(C(F)(F)F)n2n1 do in these assays?
SIAE primary: 8; Tn6 DDE FP: -5; ASAP1 inh: 4; TDP2 inh: 11; PLCg1 inh: -25; PLC-beta3 inh: -44; ARFGAP1 inh: 4; ADAM17 inh: -8; Tn7 DDE FP: 2; ADAM10 inh: -12

Compound activity (PubChem)
